Screening results (PubChem)
NALP3 yeast inh – NALP3 inflammasome inhibitors in reconstituted yeast, primary screen, luminescence, uHTS. actives 0.39% (n = 330,000). Yeast reconstituted NLRP3/ASC/caspase-1, beta-gal luminescence, 24 h. AID 2825, 2010. inhibition, % at 10 µM;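 active = inhibition of 50% or more; inactive = inhibition below 50%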;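 also: plate controls were induced DMSO wells for no effect and uninduced yeast grown without galactose for full effect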
hIAP block – human IAP inhibitors, primary screen, biochemical, luminescence, uHTS; Intestinal-type alkaline phosphatase (Homo sapiens), P09923; purified IAP, CDP-Star luminescence, 30 min; inhibition, % at 10 µM; actives 0.12% (n = 330,000); AID 2544, 2010;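 active = inhibition reaching a set limit with compound at 10 µM in the primary screen, cut at about 35% in these data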;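 also: plate controls were DMSO wells with enzyme for no effect and no-enzyme buffer wells for full effect; values of inactives mirror those of a sister screen read the other way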
TIM10 inh – growth inhibitors of isogenic TIM10 control yeast, primary screen, counter-screen for tim10-1 yeast inhibitor project, luminescence, uHTS | AID 463195, 2010 | inhibition, % at 10 µM | S. cerevisiae TIM10 strain growth, BacTiter-Glo luminescence, 24 h | actives 1.4% (n = 330,000);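 active = inhibition of 40% or more at the single tested concentration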;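 also: wild-type TIM10 isogenic control strain grown at permissive 25 °C; 0% = DMSO yeast wells and 100% = minimal medium wells without yeast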
ATG4B inhibitor – ATG4B protease inhibitors, primary screen, biochemical, fluorescence, uHTS. Cysteine protease ATG4B (Homo sapiens), Q9Y4P1. ATG4B cleavage of LC3-PLA2, NBD-HPC fluorescence, 1 h. inhibition, % at 8.33 µM. actives 0.51% (n = 340,000); in the data active = inhibition above about 40%
hIAP activ – human IAP activators, primary screen, biochemical, luminescence, uHTS; activation factor at 10 µM; actives 0.16% (n = 330,000); Intestinal-type alkaline phosphatase (Homo sapiens), P09923; AID 2524, 2010; purified human IAP, CDP-Star luminescence, 30 min; stronger effect = higher value; 1 = vehicle-only enzyme, 0 = enzyme-free background;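 active = activation factor of the enzyme at least 2-fold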; also: the source names both 10 and 20 µM as test concentration; values of inactives mirror those of a sister screen read the other way
mIAP act – activators of mouse IAP, primary screen, biochemical, luminescence, uHTS; intestinal alkaline phosphatase [Mus musculus]; muIAP, CDP-Star luminescence, 30 min; stronger effect = higher value; 1 = vehicle-only enzyme signal, 0 = enzyme-free wells; activation factor at 10 µM; actives 0.24% (n = 330,000); AID 2805, 2010;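 active = activation factor of at least 2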; also: the source names both 10 and 20 µM as test concentration; values of inactives mirror those of a sister screen read the other way
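Assay system: mouse IAP enzyme; Reagent: CDP-Star chemiluminescent phosphatase substrate; Compound: DMSO-dissolved test compounds; Incubation: 30 min, room temperature; Technique: luminescence from enzymatic CDP-Star hydrolysis; Controls: DMSO-only wells and no-enzyme negative control.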
tim10-1 inh – growth inhibitors of tim10-1 mutant yeast, primary screen, luminescence, uHTS; S. cerevisiae tim10-1 ts strain growth, BacTiter-Glo, 24 h; inhibition, % at 20 µM; actives 2.2% (n = 330,000);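 active = inhibition of at least 40%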;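 also: mutant grown at 25 °C; 0% = DMSO wells with yeast and 100% = wells holding no yeast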
mIAP block – inhibitors of mouse IAP, primary screen, biochemical, luminescence, uHTS; AID 2806, 2010; actives 0.2% (n = 330,000); inhibition, % at 10 µM; purified mouse IAP, CDP-Star luminescence, 30 min;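 active = inhibition of at least 40% at 10 µM in the primary screen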;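 also: plate controls were DMSO with enzyme for no effect and no enzyme wells for full effect; values of inactives mirror those of a sister screen read the other way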
Apaf-1 inh – inhibitors of human Apaf-1 apoptosome, primary screen, biochemical, DEVD-Rh110 fluorescence, uHTS; Apoptotic protease-activating factor 1 (Homo sapiens), O14727; reconstituted apoptosome caspase-3 activity; inhibition, % at 20 µM; actives 0.71% (n = 330,000); AID 489030, 2010; active = inhibition of at least 40% at 20 µM;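 also: plate controls were DMSO wells for no effect and DEVD-CHO caspase inhibitor wells for full effect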
Target sequence (O14727 whole entry, looked up): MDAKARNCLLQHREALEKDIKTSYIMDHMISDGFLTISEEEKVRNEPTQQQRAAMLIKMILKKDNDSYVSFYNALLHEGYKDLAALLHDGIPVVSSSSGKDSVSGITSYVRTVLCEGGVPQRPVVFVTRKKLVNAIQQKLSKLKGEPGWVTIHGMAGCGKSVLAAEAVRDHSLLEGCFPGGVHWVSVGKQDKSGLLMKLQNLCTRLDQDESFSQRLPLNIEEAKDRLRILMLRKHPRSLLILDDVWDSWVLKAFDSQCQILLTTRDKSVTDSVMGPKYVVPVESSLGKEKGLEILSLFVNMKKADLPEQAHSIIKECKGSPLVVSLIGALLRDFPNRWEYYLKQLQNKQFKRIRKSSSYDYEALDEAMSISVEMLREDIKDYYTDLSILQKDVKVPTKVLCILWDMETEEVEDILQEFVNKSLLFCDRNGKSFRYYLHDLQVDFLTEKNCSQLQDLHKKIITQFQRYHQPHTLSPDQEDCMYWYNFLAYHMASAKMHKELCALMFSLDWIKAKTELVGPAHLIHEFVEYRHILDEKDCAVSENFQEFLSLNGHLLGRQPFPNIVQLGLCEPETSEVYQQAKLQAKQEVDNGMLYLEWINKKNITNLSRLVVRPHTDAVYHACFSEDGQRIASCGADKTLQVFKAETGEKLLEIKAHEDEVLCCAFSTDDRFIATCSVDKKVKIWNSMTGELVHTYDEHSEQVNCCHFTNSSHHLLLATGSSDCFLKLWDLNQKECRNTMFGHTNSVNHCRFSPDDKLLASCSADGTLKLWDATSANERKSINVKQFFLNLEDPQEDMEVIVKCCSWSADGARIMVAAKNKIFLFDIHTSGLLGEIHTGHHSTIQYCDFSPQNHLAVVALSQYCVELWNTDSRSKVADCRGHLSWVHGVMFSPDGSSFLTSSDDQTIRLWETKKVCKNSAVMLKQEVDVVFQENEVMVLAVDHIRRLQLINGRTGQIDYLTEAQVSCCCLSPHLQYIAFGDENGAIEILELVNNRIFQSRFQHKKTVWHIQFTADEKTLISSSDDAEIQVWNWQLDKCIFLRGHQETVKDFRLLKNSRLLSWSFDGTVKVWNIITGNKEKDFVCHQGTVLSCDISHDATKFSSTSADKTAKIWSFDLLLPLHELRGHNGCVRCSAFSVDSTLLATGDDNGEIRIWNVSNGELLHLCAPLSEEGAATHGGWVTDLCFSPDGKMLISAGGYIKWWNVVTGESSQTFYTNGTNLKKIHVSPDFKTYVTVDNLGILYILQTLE
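Material: biochemical Apaf-1 apoptosome reconstitution. Medium: Hepes buffer, pH 7.5. Also added: cytochrome c activation, bis-DEVD rhodamine 110 substrate. Timing: 30 min compound preincubation, 50 min activation, room temperature. Measured by: rhodamine 110 fluorescence at Ex 480/Em 540 nm.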
* hit, by the source's call. Random draw from the library; any-hit rate near 4.5%.

SMILES | NALP3 yeast inh | hIAP block | TIM10 inh | ATG4B inhibitor | hIAP activ | mIAP act | tim10-1 inh | mIAP block | Apaf-1 inh
C[C@H]1COC(=O)[C@H](Cc2ccc(F)cc2)CC/C=C/C[C@@H](CC(=O)N[C@@H](CO)Cc2ccccc2)C(=O)N1 | 6 | -4 | 4 | -15 | 1 | 1.1 | -1 | -8 | 11
O=c1oc(-c2ccc(Cl)c(Cl)c2)nn1-c1ccc(C(F)(F)F)cn1 | 16 | 9 | 2 | 4 | 0.91 | 0.9 | -5 | 10 | -13
Cc1ccc(C(=O)CSc2ccccn2)cc1 | -17 | -11 | 8 | -2 | 1.1 | 1.1 | 14 | -8 | 13
O=C(O)C1=C(OCc2ccccc2)C(=O)NCC1 | -4 | -20 | 11 | -4 | 1.2 | 0.94 | 12 | 6 | -6
Cc1ccc(CCNC(=O)CN2C(=O)COc3ccc(S(=O)(=O)N4CCC(C)CC4)cc32)cc1 | 1 | -26 | 11 | -5 | 1.3 | 1.1 | 11 | -14 | 12
CSC1=NCCN1C(=O)Cc1ccc(-c2ccccc2)cc1 | 19 | -4 | 59* | -3 | 1 | 0.94 | 61* | 6 | -16
O=C(CN(CC1CCCO1)C(=O)CNS(=O)(=O)c1ccc(Cl)cc1)NCCc1ccccc1 (centres undefined) | 4 | 3 | -6 | -9 | 0.97 | 1.1 | 13 | -7 | 2
O=C1NC[C@H](Cc2ccc(O)cc2)N(CCc2cccc3ccccc23)C1=O | 10 | 32 | -9 | -3 | 0.68 | 1 | -15 | -3 | -1
CCCC(C(=O)NCc1ccco1)N(C(=O)CNS(=O)(=O)c1ccc(Cl)cc1)C1CCCC1 (centres undefined) | 15 | -28 | 7 | -10 | 1.3 | 1 | 24 | -4 | 16
N#Cc1ccc(C23CC4(C2)[C@H](CN(Cc2ccc(-c5ccccc5)cc2)[C@@H]4c2ccccc2)C3c2ccc(Cl)nc2)cc1 (some centres undefined) | 23 | 3 | 9 | -7 | 0.97 | 1 | 15 | 0 | 16
Cc1occc1C(=O)NC1CCCN(Cc2ccc(CC(C)C)cc2)C1 (centres undefined) | 27 | 0 | 13 | 38 | 1 | 1.1 | 1 | -8 | 22
COC(=O)[C@H](CCSC)NC(=O)N1CCN(c2cccc(C(F)(F)F)c2)CC1 | 11 | -14 | -3 | 5 | 1.1 | 1 | 1 | -4 | 1
NC(=S)Cc1ccccc1Cl | 5 | -2 | 5 | 5 | 1 | 0.97 | -6 | 3 | -26
Cc1ccc(S(=O)(=O)NCCC(=O)Nc2ccc(C)cc2C(=O)c2ccccc2)cc1 | 11 | 10 | 13 | 1 | 0.9 | 0.94 | 22 | 6 | 6
CCCCCn1c(C(C)NC(=O)CCC)nc2ccccc21 (centres undefined) | 11 | -4 | 4 | -10 | 1 | 1.1 | 11 | -8 | 4
CCCCOc1ccc(C(=O)OCC(=O)N2CCCCCC2)cc1 | 19 | -7 | 9 | 8 | 1.1 | 0.99 | 9 | 1 | 16
Cc1ccc(NC(=O)NCc2c(C)nn(C)c2C)cc1Cl | 3 | -29 | -17 | 4 | 1.3 | 1.9 | -2 | -91 | 1
CCC(OC(=O)C(CC(C)C)NC(=O)c1ccccc1)C(=O)Nc1nnc(C)s1 (centres undefined) | 7 | 15 | 6 | 6 | 0.85 | 1 | -3 | -2 | 0
CC(=O)c1ccc(OCc2cc(C(=O)NC(C)Cc3ccccn3)no2)cc1 (centres undefined) | 5 | -21 | 4 | -8 | 1.2 | 1 | -10 | 0 | -2
O=C(Cc1ccc(Br)cc1)Nc1ccc(S(=O)(=O)NCC2CCCO2)cc1 (centres undefined) | 6 | -7 | -3 | -11 | 1.1 | 1.1 | 17 | -13 | 5
O=C(CN1CCOCC1)N/N=C/c1ccc(-c2cccc(Cl)c2Cl)o1 | 4 | -28 | 25 | -11 | 1.3 | 0.87 | 23 | 13 | -9
CCOC(=O)Cc1csc(Nc2c(C)n(C)n(-c3ccccc3)c2=O)n1 | 2 | -5 | -5 | 0 | 1 | 1 | -1 | -3 | 1
CC1(C)N=C(SCC(=O)Nc2ccc(Cl)cc2)C(c2ccccc2)=N1 | 22 | 17 | 20 | -7 | 0.83 | 0.94 | 34 | 6 | 8
CN(CC(=O)Nc1ccccc1Cl)C(=O)c1cccc(-n2cccc2)c1 | 15 | 0 | 14 | 2 | 1 | 0.97 | 22 | 3 | 12
COc1ccc(NC(=O)C2CC(=O)N(Cc3ccc(C)cc3)C2)cc1S(=O)(=O)N1CCCCC1 (centres undefined) | 17 | -6 | 2 | -5 | 1.1 | 1 | 6 | -3 | -9
(more compounds)
SMILES | NALP3 yeast inh | hIAP block | TIM10 inh | ATG4B inhibitor | hIAP activ | mIAP act | tim10-1 inh | mIAP block | Apaf-1 inh
CCN1C(=O)/C(=C\N(C(C)=O)c2ccccc2)OC1=S | 43 | -1 | 61* | -3 | 1 | 0.85 | 49* | 15 | 0
CN1CCN(C2Cc3ccc(F)cc3Sc3cc(F)c(Cl)cc32)CC1 (centres undefined) | 35 | -18 | 37 | 5 | 1.2 | 0.95 | 11 | 5 | 22
COC(=O)N1N=C(c2ccccc2)CC1(O)C(F)(F)F (centres undefined) | 4 | 15 | 4 | -5 | 0.85 | 0.92 | -2 | 8 | -10
O=C1/C(=C/c2ccc(N3CCCC3)cc2)NC(=S)N1C1CC1 | 39 | 12 | -6 | -23 | 0.88 | 0.68 | 17 | 32 | 12
COc1cc(OC)cc(C(=O)NNC(=O)c2ccc3c(c2)OCCO3)c1 | 7 | -16 | 7 | -9 | 1.2 | 0.99 | -10 | 1 | 5
CSc1c(CC(=O)Nc2ccccc2)n(Cc2ccccc2)c2ccccc12 | 9 | -11 | 1 | 1 | 1.1 | 1.2 | -1 | -20 | 6
Cc1c(N=C/C=C/c2ccccc2)c(=O)n(-c2ccccc2)n1C | -15 | 2 | -6 | 5 | 0.98 | 0.96 | 15 | 4 | -8
Cc1ccc(-c2cc(C(=O)N/N=C/c3c[nH]c4ccccc34)n[nH]2)o1 | 12 | 23 | 18 | -25 | 0.77 | 1 | -7 | 0 | -2
O=[N+]([O-])c1ccc(OS(=O)(=O)Cc2ccccc2)cc1 | 16 | -20 | -7 | -11 | 1.2 | 1 | 18 | -3 | 5
Cc1cccc(CSc2ncnc3ccccc23)c1 | 27 | 15 | -5 | -3 | 0.85 | 0.86 | 8 | 14 | 16
O=C(CCC(=O)N1CCCCC1)Nc1nnc(C2CCCCC2)s1 | 9 | 3 | 2 | 3 | 0.97 | 0.95 | 13 | 5 | 3
Cc1oc2cc3oc(=O)c(CCC(=O)N(C)CC(=O)O)c(C)c3cc2c1C | -4 | -1 | -7 | 4 | 1 | 1 | 12 | -1 | 0
C=CCC1(CC=C)CCCN1C(=O)Cn1nnnc1CN(C)C(C)C | 1 | -30 | 1 | 3 | 1.3 | 1 | -1 | -3 | -3
C1CCc2c(nc3nnnn3c2NC2CCCC2)C1 | 16 | 11 | -7 | -18 | 0.89 | 0.97 | -5 | 3 | 11
COc1cc(C(=O)Oc2ccc3c(c2)OCC3=O)cc(OC)c1OC | -13 | -20 | -14 | 9 | 1.2 | 1 | 2 | -2 | 1
COC(=O)c1ccc(-c2ccc(Cl)cc2)nc1C | 32 | -11 | 10 | -5 | 1.1 | 0.97 | 9 | 3 | 3
CCOc1ccc(S(=O)(=O)N2CCN(c3ccccc3OC)CC2)c2cccnc12 | 27 | 4 | 28 | 0 | 0.96 | 0.88 | 31 | 12 | -7
COC(=O)c1ccccc1Oc1ccc(NC(=O)C(C)(C)CCl)cc1 | 3 | -3 | -8 | -7 | 1 | 1.1 | 28 | -9 | -3
CCOCCCNC(=O)C(c1ccc(C)cc1)N(Cc1cccs1)C(=O)CNC(C)=O (centres undefined) | -3 | 1 | -3 | -10 | 0.99 | 1.1 | -11 | -12 | -3
CC(=O)Nc1ccc(S(=O)(=O)NCc2nnnn2-c2ccc(F)cc2)cc1 | 9 | -18 | 0 | 2 | 1.2 | 1.1 | -12 | -9 | 12
CC(C)NC(=O)Cn1c(SCC(=O)N2CCCCCC2)nc2ccccc21 | 12 | 3 | 0 | -1 | 0.97 | 1 | 16 | -2 | -17
O=S(=O)(NCCC1=CCCCC1)c1c(Cl)cccc1Cl | 13 | 6 | -5 | -1 | 0.94 | 0.94 | 6 | 6 | 27
CCN(Cc1ccncc1)Cc1cn[nH]c1-c1ccc(OC)cc1F | 6 | -16 | 7 | -8 | 1.2 | 1 | 10 | -4 | 3
CC(C)(C)OC(=O)N1CCCN(C(=O)c2ccc(Cl)cc2)CC1 | -14 | -25 | 16 | -7 | 1.2 | 0.96 | 15 | 4 | 2
Cc1cccc(C)c1NC(=O)CSc1ccc([N+](=O)[O-])cn1 | 16 | -1 | 11 | -10 | 1 | 0.99 | 10 | 1 | -1
Continued:
SMILES | NALP3 yeast inh | hIAP block | TIM10 inh | ATG4B inhibitor | hIAP activ | mIAP act | tim10-1 inh | mIAP block | Apaf-1 inh
CC(=O)Nc1ccc(S(=O)(=O)NCCC(=O)OC(C)C(=O)NC2(C#N)CCCCC2)cc1 (centres undefined) | 7 | 3 | 6 | -6 | 0.97 | 0.93 | -14 | 7 | -2
CCCCCCN1C2=NCCCN2c2ccccc21 | -10 | -4 | -5 | 2 | 1 | 1.1 | -3 | -9 | -13
CCCNC(=S)NCCN1CCCCC1 | 11 | 9 | 0 | -9 | 0.91 | 0.97 | 2 | 3 | 8
COc1ccc([C@@H]2CC=C(C(=O)O)[C@H](c3cccc(Cl)c3)N2S(=O)(=O)c2ccccc2C)cc1 | 10 | 7 | 4 | -10 | 0.93 | 0.91 | 13 | 9 | 14
c1ccc(-n2cnnc2SCc2cn3ccccc3n2)cc1 | -6 | 12 | -4 | -2 | 0.89 | 0.96 | -4 | 4 | -22
COc1ccc(C2=[N+]([O-])C(C)(C)N(O)C2C)cc1 (centres undefined) | 14 | -18 | 4 | -8 | 1.2 | 1.1 | 16 | -6 | 0
C=C1CCN([C@@H](Cc2ccccc2)C(=O)N2CCOCC2)S(=O)(=O)c2ccccc21 | 5 | 14 | 2 | 10 | 0.86 | 0.96 | 14 | 4 | -1
Cc1ccc(NC(=O)NC2C(NC(=O)Nc3ccc(C)cc3)N(C)C(=O)N2C)cc1 (centres undefined) | 0 | 13 | -4 | -10 | 0.87 | 1.7 | 9 | -72 | -6
COc1cccc(NC(=S)N2CCN(C/C=C/c3ccccc3)CC2)c1 | 10 | 2 | 1 | -13 | 0.98 | 1.1 | 17 | -10 | 13
